Bioassay records (PubChem)
NPR2 activator: GC-B (human) receptor activation; P20594; HEK293-GC-B cells, CNP EC30, cGMP TR-FRET; 0% at EC30 CNP, 100% saturating CNP; activation, % at 10 µM; 370,000 tested, 0.11% active;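 active = activation at 10 µM reaching about 35% in either raw or pattern-adjusted values, limit read from the data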
PRMT1 FP inh: blocks human protein arginine methyltransferase 1; Q99873; recombinant PRMT1, activity-based probe fluorescence polarization; 370,000 tested, 1.3% active; AID 652257; inhibition, % at 2.79 µM;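 active = inhibition above about 21% made by adding two undisclosed values, limit read from the data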
Target sequence (Q99873 whole entry, looked up): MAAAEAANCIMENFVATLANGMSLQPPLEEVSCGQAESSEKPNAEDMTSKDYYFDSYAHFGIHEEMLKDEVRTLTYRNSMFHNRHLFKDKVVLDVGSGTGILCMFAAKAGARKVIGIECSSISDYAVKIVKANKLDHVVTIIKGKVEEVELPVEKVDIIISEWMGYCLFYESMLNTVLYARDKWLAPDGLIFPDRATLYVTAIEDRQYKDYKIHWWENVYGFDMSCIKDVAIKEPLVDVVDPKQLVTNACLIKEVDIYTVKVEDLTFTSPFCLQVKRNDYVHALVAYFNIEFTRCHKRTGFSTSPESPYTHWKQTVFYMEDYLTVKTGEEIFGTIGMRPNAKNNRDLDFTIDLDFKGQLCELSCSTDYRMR
HTRA1 inhibitor: HTRA1 (human) protease inhibition; inhibition, % at 5.96 µM; 340,000 tested, 0.5% active; recombinant HTRA1, FP-rhodamine activity-based probe, fluorescence polarization; in the data active = inhibition above about 36%;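 also: 0% = enzyme with DMSO and 100% = wells lacking enzyme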
SIAE primary: inhibitors of human sialic acid acetylesterase SIAE. SIAE FP-Rh probe binding, fluorescence polarization. inhibition, % at 9.66 µM. 370,000 tested, 0.69% active. AID 1053197;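 active = inhibition above a cutoff: mean of compounds within the control limits plus 3 SD of those, cut at about 17% in these data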;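 also: 0% = plate median of compound wells and 100% = probe without SIAE protein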
mABHD4 FP: inhibitors of mouse ABHD4; purified mABHD4, FP-Rh probe fluorescence polarization; inhibition, % at 8.92 µM; 370,000 tested, 0.54% active;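 active = inhibition exceeding the mean over every tested compound plus 3 SD, cut at about 30% in these data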;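 also: 0% = plate median of compound wells and 100% = S159A mutant with DMSO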
Target sequence (Q8VD66 whole entry, looked up): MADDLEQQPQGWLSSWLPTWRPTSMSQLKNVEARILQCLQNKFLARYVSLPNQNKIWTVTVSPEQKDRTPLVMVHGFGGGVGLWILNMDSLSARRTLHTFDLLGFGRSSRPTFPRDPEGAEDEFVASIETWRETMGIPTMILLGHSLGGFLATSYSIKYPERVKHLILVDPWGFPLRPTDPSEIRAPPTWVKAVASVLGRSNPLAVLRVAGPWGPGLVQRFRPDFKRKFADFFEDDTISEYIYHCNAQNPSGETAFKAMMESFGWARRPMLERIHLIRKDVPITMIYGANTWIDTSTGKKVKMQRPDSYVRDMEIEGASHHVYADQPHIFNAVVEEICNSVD
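system = mouse ABHD4 enzyme, wild type | medium = HEPES pH 7.0, NaCl, Pluronic buffer | also added = FP-Rh probe | incubation = Enzyme–compound pre-incubation 45 min, then probe 60 min, both 25 °C | technique = fluorescence polarization, excitation 525 nm, emission 598 nm, BODIPY TMR filters | controls = S159A mutant high control, sample median low control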
UHRF1 binding: blocks human UHRF1 binding to methylated DNA | Q96T88 | UHRF1 binding to methylated oligo, TR-FRET | inhibition, % at 4.4 µM | 370,000 tested, 0.75% active | AID 687016; in the data active = inhibition above about 21%;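 also: UHRF1 SRA domain binding a hemimethylated CpG hairpin DNA probe; 0% = median of test compound wells and 100% = reference inhibitor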
GC-A act: GC-A (human) enzyme activation. HEK293 GC-A cells, cGMP TR-FRET, EC30 ANP; 0% at EC30 ANP, 100% saturating ANP. activation, % at 10 µM. 370,000 tested, 0.14% active. AID 1671463; in the data active = activation above about 40%
MBD2 inh: blocks human MBD2 binding to methylated DNA. 370,000 tested, 0.31% active. Q9UBB5. AID 686964. inhibition, % at 4.4 µM. TR-FRET, MBD2 binding to methylated oligonucleotide; in the data active = inhibition above about 13%
TCR-CD3 inh: human TCR-CD3 binding inhibition | 360,000 tested, 0.37% active | inhibition, % at 9.4 µM | TAMRA-labeled TCR probe fluorescence, biochemical; in the data active = inhibition above about 19%;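 also: recombinant mutant TCR 2C K166C tagged with TAMRA read by polarization; 0% = receptor in buffer alone and 100% = receptor with positive control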
rCAG RNA binder: binds r(CAG) RNA repeats. r(CAG) RNA repeat, TO-PRO-1 dye displacement fluorescence. inhibition, % at 3 µM. 370,000 tested, 1.3% active;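 active = inhibition above the plate cutoff, the mean of all test compounds on that plate plus 3 SD, cut at about 35% in these data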;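 also: 0% = DMSO alone and 100% = 100 µM mitoxantrone as full dye displacement; higher means more dye released from RNA so lower well fluorescence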
An asterisk follows results filed as active; · = not tested or not shown; & = joins results of further samples; ! = not active in a repeat.

No.	SMILES	NPR2 activator	PRMT1 FP inh	HTRA1 inhibitor	SIAE primary	mABHD4 FP	UHRF1 binding	GC-A act	MBD2 inh	TCR-CD3 inh	rCAG RNA binder
1	Cc1cc(C(=O)NNC(=S)NC2CCCCC2)cs1	3	2	0	9	5	0	1	0	-12	-1
2	CC(C)CN(C(=O)CN1CCN(c2ccc(O)cc2)CC1)c1c(N)n(CC(C)C)c(=O)[nH]c1=O	-2	18	10	8	5	3	-4	-5	-5	5
3	CCNC(=O)N(C)C[C@H]1N[C@@](CC)(C(=O)OC)[C@H]2C(=O)N(Cc3ccccc3)C(=O)[C@@H]12	1	4	6	1	1	13	-1	8	-1	0
4	CCCc1nc2ccccc2[nH]1	3	6	3	2	-1	-4	2	-7	4	1
5	CC(C)Cn1c(N)c(C(=O)COC(=O)c2cc(C(F)(F)F)nc3c(C(F)(F)F)cccc23)c(=O)n(C)c1=O	13	0	·	1	-3	1	-1	3	8	6
6	N#CC(C(=O)OC1CCCCC1)c1nc2ccccc2nc1N1CCCCC1 (stereo unspecified)	2	-4	·	3	-6	-1	0	-4	3	3
7	CCOc1ccc(CNC(=S)Nc2ccccc2)cc1Cl	-5	-1	-2	3	-5	0	-1	1	4	2
8	O=C(CSc1nnc(Cc2cc(=O)[nH]c(=O)[nH]2)n1-c1ccc(F)cc1)N1CCCCC1	-1	7	1	-3	0	2	4	2	-3	0
9	COc1ccccc1OCCNC(=O)c1cccc(S(=O)(=O)N2CCN(Cc3ccccc3)CC2)c1	1	-5	-25	-1	-6	0	-3	-2	1	1
10	COc1ccc(C(O)P(=O)(OC(C)C)OC(C)C)c(OC)c1 (stereo unspecified)	2	-5	3	3	-4	-5	-1	-4	-4	-1
11	COCCCNC(=O)C1CC(=O)N(Cc2ccc(OC)cc2)C1 (stereo unspecified)	5	1	7	-2	1	0	0	-2	5	1
12	CCOC(=O)c1nn(-c2ccc(Cl)cc2)c2nnc(Cc3ccc(C)cc3)c(=O)n12	-3	2	-15	-1	-2	5	6	1	-11	-2
13	COc1ccc(N(C)S(=O)(=O)c2cccc(C(=O)Nc3ccc(OC)nc3)c2)cc1	-9	3	·	-6	-1	1	-3	-2	-7	2
14	COc1ccc(NC(=O)COC(=O)c2ccc(-n3nc(C)cc3C)cc2)cc1OC	8	-1	3	-3	-3	14	8	4	3	1
15	C[C@@H]1CN([C@@H](C)CO)S(=O)(=O)c2ccc(Br)cc2O[C@H]1CN(C)Cc1ccncc1	0	-5	-6	1	-8	-1	-4	-4	-1	0
16	COCOc1ccc(C=O)c(OCOC)c1	-2	1	2	7	-1	-3	3	4	-1	2
17	Cc1ccccc1N=Cc1cc2c(cc1O)OC(N)=C(C#N)C2c1ccccc1 (stereo unspecified)	-2	0	0	-18	4	-3	-2	2	-10	10
18	COc1ccc(NC(=S)/N=C(\N)Nc2nc(C)c3ccc(C)cc3n2)cc1	2	-2	-10	4	2	-7	-1	2	1	22
19	COc1ccc([N+](=O)[O-])cc1NC(=O)c1ccc(N(Cc2ccccc2Cl)S(C)(=O)=O)cc1	-5	-2	-14	-10	-8	-1	-4	4	8	8
20	Cc1ccc(-c2nc3ccc(C(=O)O)cc3nc2-c2ccc(C)cc2)cc1	1	2	-6	-5	-3	1	2	-1	-7	3

The listing continues.
nr	SMILES	NPR2 activator	PRMT1 FP inh	HTRA1 inhibitor	SIAE primary	mABHD4 FP	UHRF1 binding	GC-A act	MBD2 inh	TCR-CD3 inh	rCAG RNA binder
21	Cc1cccc(C)c1NC(=O)C1(NC(=O)C2CCCN2C(=O)OC(C)(C)C)CCCCC1 (stereo unspecified)	-4	-3	-5	0	0	-1	-1	5	9	-5
22	CC(=O)c1ccc(N(CC(=O)NCC2CCCO2)C(=O)CCC(=O)Nc2cc(C)on2)cc1 (stereo unspecified)	-1	2	1	4	-9	6	0	-1	-3	0
23	C/C(=N\S(=O)(=O)c1ccc(C)cc1)N1CCN(S(=O)(=O)c2ccccc2)C1	2	2	-2	-1	2	0	1	-3	-1	3
24	CC1CCC2(CC1)NC(=O)c1ccccc1O2 (stereo unspecified)	-4	1	-1	2	7	2	1	-5	6	-1
25	CNS(=O)(=O)c1cccc(C(=O)OCC(=O)NC2CCCC2)c1	1	1	-3	-10	-5	3	0	2	11	-1
26	O=C(/C=C/c1ccco1)OCc1nnc(-c2ccccc2)o1	0	-1	6	-4	2	-2	0	-4	5	0
27	NC(=O)C1CCN(C2CC(=O)NC2=O)CC1 (stereo unspecified)	4	64*	2	-8	-8	5	0	8	-8	0
28	OC(CN=c1sc2ccccc2n1CC(O)COc1ccccc1)COc1ccccc1 (stereo unspecified)	-5	2	-70	-1	-24	1	-10	-4	-12	-1
29	Cc1c(C(=O)N2CCCCC2)c(S(=O)(=O)NCc2ccc(Cl)cc2)c(C)n1C	4	-2	-4	-1	-3	-1	2	-6	4	-4
30	O=C(COC(=O)/C=C/c1ccc(Br)o1)NCCCN1CCCC1=O	2	3	4	3	5	0	2	4	-8	-6
31	CCOC(=O)c1csc(NC(=O)c2cccs2)n1	3	3	-9	3	3	0	0	5	-12	-1
32	O=C(Oc1ccc(Br)cc1C(=S)N1CCOCC1)c1cccc([N+](=O)[O-])c1	0	5	-10	1	0	1	-3	1	4	0
33	CCCCNC(=O)CCSc1ccc(C)cc1	0	-2	-5	1	3	-4	-2	-6	7	-4
34	CCOc1ccc(CN2CCN(CCCc3ccccc3)C(CCO)C2)cc1 (stereo unspecified)	-7	3	-5	1	1	-1	5	3	-6	-9
35	Cc1noc(/C=C/N(C)C)c1S(=O)(=O)NC1CCCCC1	-5	-3	-86	0	-12	1	-3	3	-8	11
36	CN(C)c1nc(-c2ccccc2)nnc1C(F)(F)F	-2	2	1	10	-1	1	-1	-1	-2	-2
37	O=C(Cc1ccc([N+](=O)[O-])cc1)Nc1ccc(Br)cn1	-4	-3	0	-7	0	2	4	2	9	0
38	O=C(CNS(=O)(=O)c1ccccc1)NCC(=O)OCc1ccc(Br)cc1	-1	-1	4	3	4	3	4	-3	3	-1
39	COc1ccc2nc(SCC(=O)Nc3cc(C)on3)[nH]c2c1	-7	-1	-1	2	1	-1	-1	-8	8	1
40	Cc1c(C(=O)OC(C)C)nnn1-c1nonc1N	-1	0	0	1	-6	-2	2	-4	2	-6

Three entries from above, set out differently:
[1] Cc1cc(C(=O)NNC(=S)NC2CCCCC2)cs1
  NPR2 activator: 3; PRMT1 FP inh: 2; HTRA1 inhibitor: 0; SIAE primary: 9; mABHD4 FP: 5; UHRF1 binding: 0; GC-A act: 1; MBD2 inh: 0; TCR-CD3 inh: -12; rCAG RNA binder: -1
[28] OC(CN=c1sc2ccccc2n1CC(O)COc1ccccc1)COc1ccccc1 (stereo unspecified)
  NPR2 activator: -5; PRMT1 FP inh: 2; HTRA1 inhibitor: -70; SIAE primary: -1; mABHD4 FP: -24; UHRF1 binding: 1; GC-A act: -10; MBD2 inh: -4; TCR-CD3 inh: -12; rCAG RNA binder: -1
[37] O=C(Cc1ccc([N+](=O)[O-])cc1)Nc1ccc(Br)cn1
  NPR2 activator: -4; PRMT1 FP inh: -3; HTRA1 inhibitor: 0; SIAE primary: -7; mABHD4 FP: 0; UHRF1 binding: 2; GC-A act: 4; MBD2 inh: 2; TCR-CD3 inh: 9; rCAG RNA binder: 0

Only SIAE primary and MBD2 inh, for some of the entries so far:
entry | structure | SIAE primary | MBD2 inh
37 | O=C(Cc1ccc([N+](=O)[O-])cc1)Nc1ccc(Br)cn1 | -7 | 2
38 | O=C(CNS(=O)(=O)c1ccccc1)NCC(=O)OCc1ccc(Br)cc1 | 3 | -3
39 | COc1ccc2nc(SCC(=O)Nc3cc(C)on3)[nH]c2c1 | 2 | -8
40 | Cc1c(C(=O)OC(C)C)nnn1-c1nonc1N | 1 | -4

New compounds follow
nr	SMILES	NPR2 activator	PRMT1 FP inh	HTRA1 inhibitor	SIAE primary	mABHD4 FP	UHRF1 binding	GC-A act	MBD2 inh	TCR-CD3 inh	rCAG RNA binder
41	COc1ccc(C(=O)OCc2cc(=O)n3ccsc3n2)cc1F	2	-3	2	-2	-6	5	2	-4	-6	7
42	CCOC(CNC(=O)c1ccc2c(c1)ncn2-c1ccccc1OC)OCC	-2	-2	-1	-3	-5	-2	5	0	2	-8
43	C[C@H](CCC(=O)O)[C@H]1CC[C@H]2[C@@H]3CC[C@@H]4C[C@H](O)CC[C@]4(C)[C@H]3C[C@H](O)[C@]12C	1&3&-6&6	3&2&-1&-2	0&-3&-11	0&-6&4&-1	-19&-8&-10&-10	2&3&3&-3	4&3&3&8	6&3&-2&-1	6&-11&-8&7	37*!
44	Cc1cccc(C)c1NC(=O)C(Cl)=C(Cl)Cl	1	1	6	-1	-2	4	3	-1	-5	1
45	COc1ccc2[nH]c3nc(SCC(=O)NC4CC4)nnc3c2c1	-10	-2	-4	2	-7	-6	3	0	4	1
46	O=C(NCc1ccccc1)c1ccc(Br)cc1Br	-1	-3	6	-5	-11	15	1	-1	-7	2
47	O=C(c1ccc(N2CCOCC2)c([N+](=O)[O-])c1)N1CCCC(C(F)(F)F)C1 (stereo unspecified)	2	4	1	-4	-18	2	5	4	-6	-7
48	CC(=O)Nc1sc2c(c1C(c1ccccc1)N1CCOCC1)CCCC2 (stereo unspecified)	-16	-2	3	10	9	-3	-28	1	0	-4
49	COc1ccc(CCNC(=O)CCN2C(=O)COc3ccccc32)cc1OC	-1	-3	7	4	4	5	0	2	-7	-7
50	O=[N+]([O-])c1ccc(N2CCN(c3ccccc3)CC2)cc1	6	-2	2	1	-2	-1	3	2	-7	-1

Not all compounds are listed; count on the stated rates, not on these rows.
